thrombin 1536 = inhibitors of human thrombin; P00734; alpha-thrombin, Boc-VPR-AMC fluorogenic substrate cleavage; inhibition, % at 5 µM; 220,000 tested, 0.26% active;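 active means inhibition at or above 40%; inactive means inhibition below 40%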;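 further: 0% = enzyme with no compound and 100% = wells without enzyme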
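Test system: human alpha-thrombin; medium: pH 7.5 Tris-saline with Tween 20; times: reaction at room temperature; signal: AMC fluorescence at 355 nm excitation and 460 nm emission; also added: Boc-VPR-AMC substrate, 15 µM final; dosing: one concentration per compound, 5 µM, with 0.2% DMSO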
KLK5 inh = inhibitors of human kallikrein 5; inhibition, % at 5 µM; AID 873; 210,000 tested, 0.59% active; recombinant hK5, fluorogenic AMC substrate cleavage; Q9Y337;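 active means inhibition of 40% or more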;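 further: 0% = enzyme controls without compound and 100% = no-enzyme blanks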
Target sequence (Q9Y337 67-293 limits assumed): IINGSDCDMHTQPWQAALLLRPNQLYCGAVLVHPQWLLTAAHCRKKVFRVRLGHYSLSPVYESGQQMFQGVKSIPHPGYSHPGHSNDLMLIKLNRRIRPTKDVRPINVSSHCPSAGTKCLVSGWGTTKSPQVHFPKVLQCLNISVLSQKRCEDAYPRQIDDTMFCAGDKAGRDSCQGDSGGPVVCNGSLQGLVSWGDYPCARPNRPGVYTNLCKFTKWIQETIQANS
Furin inh = inhibitors of human furin | purified furin, fluorogenic substrate cleavage | 220,000 tested, 0.061% active | inhibition, % at 30 µM | P09958; in the data active means inhibition above about 25%; further: inactives centre near -15
Wee1 stabilizer = blocks degradation of human Wee1 kinase. P30291. HeLa Luc-Wee1K328M stability, luciferase luminescence; 100% = proteasome inhibitor MG132 effect. reporter increase, % at 5 µM. 220,000 tested, 1.2% active;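 active means activation above the mean of all tested compounds plus 3 SD, set per screening run, cut at about 8.8% in these data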;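 further: cells exposed to compound for 20 h before luminescence read; 0% = DMSO alone and 100% = MG132 at 30 µM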
Cl transport mod = modulates chloride dependent transport by human KCC2; Q9H2X9; KCC2 cells, thallium flux FluoZin-2 fluorescence; B-score of Tl+ flux slope (higher = more flux/activation; lower = inhibition) at 10 µM; 190,000 tested, 2.2% active; AID 1456;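 active means thallium flux slope and its plate-corrected score both differing from the plate sample mean at a set confidence after two filtering rounds, in either direction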;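 further: slope of fluorescence scaled to starting intensity during 10 to 20 s after thallium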
p97 inhibitor = human p97 ATPase inhibition; P55072; recombinant p97 ATPase, Kinase-Glo ATP luminescence, 3 h; inhibition, % at 8 µM; 220,000 tested, 0.42% active; AID 1481; in the data active means inhibition above about 15%;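 further: 0% = DMSO vehicle and 100% = wells lacking enzyme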
FXIa inh = factor XIa (human) inhibition. 220,000 tested, 0.14% active. inhibition, % at 5 µM. P03951. purified FXIa, Boc-Glu-Ala-Arg-AMC fluorogenic substrate;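 active means inhibition of at least 40%; inactive means inhibition below 40%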;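 further: fluorescence of freed AMC excited at 355 nm; 0% = enzyme without compound and 100% = no enzyme blank; many of its hits are not listed in these tables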
Target sequence (P03951 19-387 limits assumed): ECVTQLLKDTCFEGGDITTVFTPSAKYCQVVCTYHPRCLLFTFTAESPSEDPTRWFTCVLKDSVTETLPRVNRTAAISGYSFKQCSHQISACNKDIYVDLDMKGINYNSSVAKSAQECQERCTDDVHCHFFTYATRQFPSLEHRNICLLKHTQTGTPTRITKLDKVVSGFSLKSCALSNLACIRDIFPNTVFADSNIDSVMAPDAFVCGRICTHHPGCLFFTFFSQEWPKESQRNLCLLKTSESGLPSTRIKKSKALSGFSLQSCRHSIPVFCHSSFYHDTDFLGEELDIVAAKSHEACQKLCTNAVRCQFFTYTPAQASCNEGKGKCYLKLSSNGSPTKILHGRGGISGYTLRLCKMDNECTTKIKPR
Target sequence (P03951 388-625 limits assumed): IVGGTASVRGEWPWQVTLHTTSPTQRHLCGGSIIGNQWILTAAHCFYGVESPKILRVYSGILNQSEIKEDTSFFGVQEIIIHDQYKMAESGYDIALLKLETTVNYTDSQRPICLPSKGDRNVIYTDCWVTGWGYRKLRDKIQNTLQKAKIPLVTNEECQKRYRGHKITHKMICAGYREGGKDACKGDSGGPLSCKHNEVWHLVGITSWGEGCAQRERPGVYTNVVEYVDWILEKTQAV
PERK inhibitor = inhibitors of human PERK kinase. CHO PERK-DD fusion, SEAP luminescence translation reporter. Q9NZJ5. inhibition, % at 5.6 µM. 220,000 tested, 0.17% active. AID 1416;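 active means inhibition above the mean inhibition of all tested compounds plus 3 SD, set separately per screening campaign, cut at about 2.9% in these data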;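 further: PERK kinase domain activated by AP20187 dimerizer at 100 nM; 0% = DMSO with dimerizer and 100% = rapamycin at 8.4 µM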
FXIIa inh = blocks human coagulation factor XIIa protease activity; P00748; purified FXIIa, Boc-QGR-AMC fluorogenic substrate, 2 h; inhibition, % at 5 µM; 220,000 tested, 0.3% active; AID 800; in the data active means inhibition above about 40%;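 further: 0% = enzyme with no compound and 100% = blank without enzyme; many of its hits are not listed in these tables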
* marks the source's active call; other numbers are inactive results; / = not tested or not shown; [ ] = remark or other dose.

SMILES	thrombin 1536	KLK5 inh	Furin inh	Wee1 stabilizer	Cl transport mod	p97 inhibitor	FXIa inh	PERK inhibitor	FXIIa inh
O=C(O)c1ccc(COc2ccc3c(c2)CCC3)cc1	-1	2	-29	7	-0.37	1	-1	1.5	10
Cc1cc(C)cc(N(C(C)C(=O)NCc2ccc3c(c2)OCO3)S(C)(=O)=O)c1 (centres undefined)	0	-9	-22	2	-0.21	-2	10	1.2	7
O=C(CNCC1CCCO1)NCc1ccco1 (centres undefined)	-4	1	-27	0	0.13	5	-1	0.9	10
CCNC(=S)N1CCN(CC)CC1	-6	1	-31	1	-0.47	5	-2	1.5	4
CSc1ccc(Cl)c(C(=O)OCC(=O)N2CC(C)OC(C)C2)c1 (centres undefined)	2	5	-31	-2	1.5	-1	0	-0.9	17
CCOC(=O)C1=C(C)NC(=O)NC1c1ccc(-c2ccccc2F)o1 (centres undefined)	-2	-12	-16	-3	0.038	-3	3	-0.3	13
CC1=C(C)CC(C(=O)NNC(=O)c2ccccc2O)C(C(=O)O)C1 (centres undefined)	-4	-27	-4[20 µM]	6	-0.16	1	-6	0.8	4
COCCN1Cc2cccc(C(=O)NCc3ccccn3)c2C1=O	2	-3	-7	3	0.51	-3	-5	-0.1	4
COC(=O)c1c(NC(=O)CN2CCN(c3ccccc3OC)CC2)c2c(C)cccc2n1C	-4	-14	-24	3	-1.7	-1	3	-0.3	16
COc1ccc(S(=O)(=O)NC(C(=O)NCCc2ccccn2)C(C)C)cc1 (centres undefined)	1	-18	-19	8	1.6	-3	-6	-0.8	4
CCCOc1ccc(N2C(=O)C/C(=C\c3ccccc3)C2=O)cc1	2	2	-15	0	1.5	8	2	-0.1	9
CCOc1ccccc1N1CC(C(=O)Nc2ccccc2N2CCOCC2)CC1=O (centres undefined)	1	6	-28	-1	0.9	4	5	0.6	14
CCOc1cccc(OCCCOc2cccc3cccnc23)c1	-2	-4	4	2	-0.93	-7	7	-0.1	6
CN1CCN(C(=O)/C(=C/c2ccccc2)c2ccccc2)CC1	-5	-12	-14[20 µM]	-3	0.081	5	-5	0.0	1
CCCCCn1c(SCC(=O)OCC)nc2cc(C(=O)NCc3ccco3)ccc2c1=O	4	-8	-6	-2	/	7	2	-0.6	16
O=C(O)CC(C(=O)O)n1nc(-c2ccccc2)cc1-c1ccccc1 (centres undefined)	7	-9	-13	1	-1.3	2	4	1.2	13
CCOC(=O)c1sc(NC(=S)NC(=O)C2CC2)cc1C	17	15	-5	-2	-0.45	-1	-1	0.5	4
Cc1ccc(-c2cc(Cc3ccc(F)cc3)c(=O)[nH]n2)cc1	-5	1	-22	-1	-0.94	2	1	1.6	5
COc1ccc(N2C(=O)CCC(C(=O)N3CCCCC3)C2c2ccc(OC)c(OC)c2)cc1 (centres undefined)	-1	5	-15[20 µM]	-3	0.17	5	-2	0.6	10
Nn1c(SCc2cc([N+](=O)[O-])cc3c2OCOC3)nnc1-c1cccnc1	-3	7	-12	0	0.85	4	3	0.1	7
Cc1nn(Cc2ccc(Cl)cc2Cl)c(Cl)c1/C=N/NC(=O)CNc1cccc(C(F)(F)F)c1	-12	-7	-14	4	0.11	5	7	1.1	16
C/C=C\C(=O)Nc1cccc(C2=NOC3(C2)C[C@@H](C(N)=O)N(C(=O)c2ccc(Cl)cc2)C3)c1 (some centres undefined)	-3	0	-29	/	-0.61	/	-1	/	7
Cc1ccc(-c2noc(COc3ccccc3C)n2)cc1	0	4	-19[20 µM]	-2	-1	-4	5	0.1	16
Fc1ccccc1COc1ccc(Br)cc1CNCc1ccncc1	-9	-28	-16[20 µM]	-3	-3.3*	-3	-2	-1.4	-2
COc1ccc(NC(=O)COC(=O)C2CCC(C(C)(C)C)CC2)c([N+](=O)[O-])c1 (centres undefined)	-7	8	-6	1	-0.059	2	-3	-0.3	-1

More entries
SMILES	thrombin 1536	KLK5 inh	Furin inh	Wee1 stabilizer	Cl transport mod	p97 inhibitor	FXIa inh	PERK inhibitor	FXIIa inh
COc1ccc(/C=N/NC(=O)CNS(=O)(=O)c2ccc(C)cc2)cc1	-12	5	-25	-3	-0.78	0	-2	0.5	7
OC(COCc1ccco1)CN1CCN(C(c2ccccc2)c2ccccc2)CC1 (centres undefined)	4	-1	-18	-2	/	-8	1	-1.8	18
CC(C)Cc1nc2sc3c(=O)[nH]cnc3c2c2c1CCCC2	8	-2	-21	-1	-1.5	1	0	2.2	8
O=C(Nc1nc(-c2cc(Cl)sc2Cl)cs1)c1ccc(Br)s1	-1	-4	-13[20 µM]	0	0.34	3	1	0.0	3
O=S1(=O)N=C(N(CCO)/N=C/C=C/c2ccccc2)c2ccccc21	-1	-16	17	2	0.48	2	0	0.0	5
c1ccc(CCNc2nc(-c3ccccn3)cs2)cc1	-6	18	-7	0	-0.48	3	-2	-0.7	8
COc1cccc(-c2nnc(NC(=O)c3ccc4ncsc4c3)o2)c1	8	-24	-7	3	8.8*	-5	18	0.5	14
Cc1nc2sc(C(c3ccco3)N3CCc4ccccc4C3)c(O)n2n1 (centres undefined)	/	/	-8[20 µM]	-2	0.74	-1	/	-0.7	/
COc1ccc(OC)c(N2C(=O)C(Cl)=C(N3CCOCC3)C2=O)c1	-1	-9	-3	-1	-0.14	4	1	1.2	8
O=C(/C=C/c1ccc(Cl)c(Cl)c1)NC1=NCCS1	-2	-1	-19	2	-0.59	-1	-2	0.0	7
CCCOc1ccc(-c2nnc(N)s2)cc1	-3	-16	-9[20 µM]	1	-0.95	-4	-6	0.4	6
COc1ccc(C(=O)NCC(=O)N2CCCC(C)C2)cc1OC (centres undefined)	-2	-2	-31	-2	-1.5	2	-2	1.4	/
COc1ccccc1NC(=O)c1ccc(COc2ccccc2OC)o1	2	-3	1[20 µM]	1	-3.7*	-6	3	-0.8	18
CC(C)C[C@H](NC(=O)N1CCN(c2ccccc2)CC1)C(=O)O	-1	3	-15	3	/	5	4	-0.2	8
CC1(C)O[C@H]2OC([C@H](O)CON3C(=O)c4ccccc4C3=O)[C@H](O)[C@H]2O1 (some centres undefined)	-2	-12	-14	-3	0.82	2	-1	0.3	6
Cc1ccc(C(C#N)c2ccc(C(=O)c3ccc(F)cc3)cc2)cc1 (centres undefined)	-5	-1	-25[20 µM]	-1	-0.095	0	-1	0.5	10
CCCc1nnc(SCC(=O)N2CCOCC2)n1CC1CCCO1 (centres undefined)	8	3	-28	1	0.46	2	-2	0.7	10
O=C(c1cc2ccccc2o1)N1CCN=C1SCc1cccnc1	1	-14	-14	-2	/	6	5	1.0	22
Cc1cnc(C(=O)OCC(=O)c2csc(N3CCCCC3)n2)cn1	-2	15	0	1	-2.2	2	21	-0.3	16
CCc1nn(C)c(-c2n[nH]c(=S)n2N)c1Cl	-7	-8	-18[20 µM]	-1	/	2	3	1.5	-2
O=S(=O)(c1ccccc1)N1N=C(c2cccs2)CC1c1ccc(F)cc1 (centres undefined)	2	-16	6[20 µM]	9	1.6	2	5	0.5	22
CC(=O)Nc1ccc(S(=O)(=O)N2CCN(c3nc(NC4CCCC4)c4ccccc4n3)CC2)cc1	-1	-39	-21	1	2	1	0	-0.9	8
COc1cc(C2=NOC(C(=O)N3CCCc4ccccc43)C2)cc(OC)c1OC (centres undefined)	-3	-7	1	0	0.75	-7	4	-1.2	16
O=S(=O)(c1cnc(Cl)c(Cl)c1)N1CCN(c2ncccn2)CC1	1	-8	-19	-1	1.6	7	-9	1.0	9
O=C(COc1ccc([N+](=O)[O-])cc1)N/N=C/c1cc([N+](=O)[O-])ccc1N1CCOCC1	-3	-9	-19	-1	0.11	5	4	0.5	12

Only p97 inhibitor, FXIa inh and Cl transport mod, for three of the compounds above:
molecule	p97 inhibitor	FXIa inh	Cl transport mod
COc1cc(C2=NOC(C(=O)N3CCCc4ccccc43)C2)cc(OC)c1OC (centres undefined)	-7	4	0.75
CC(=O)Nc1ccc(S(=O)(=O)N2CCN(c3nc(NC4CCCC4)c4ccccc4n3)CC2)cc1	1	0	2
O=S(=O)(c1cnc(Cl)c(Cl)c1)N1CCN(c2ncccn2)CC1	7	-9	1.6

Next results follow:
SMILES	thrombin 1536	KLK5 inh	Furin inh	Wee1 stabilizer	Cl transport mod	p97 inhibitor	FXIa inh	PERK inhibitor	FXIIa inh
C=CCn1c(SCC(=O)N2CC(=O)Nc3ccccc32)nc2scc(-c3cccs3)c2c1=O	0	-3	-21	1	/	6	2	-1.3	7
CCOC(=O)N1CCN(C(=O)CN2C(=O)COc3ccc(C(C)(C)C)cc32)CC1	-5	17	-15	-1	/	-6	5	-1.1	8
O=C(COn1nnc2ccccc21)NCC1CCCCC1	-5	-6	-26	-1	/	-1	-5	0.6	6
CC(=O)Nc1ccc(S(=O)(=O)N2CCSC2c2ccco2)cc1 (centres undefined)	0	-3	-28	4	/	4	0	-0.1	6
Cn1nc(C(=O)OCCN2C(=O)c3ccccc3C2=O)c2ccccc2c1=O	5	-11	-5	-1	-0.027	-2	9	-0.2	18
CC(C1CC2CCC1C2)n1c(COc2ccccc2F)nnc1SCC(N)=O (centres undefined)	4	-4	-6[20 µM]	0	0.94	-3	-1	-0.3	19
CCS(=O)(=O)c1nc(S(=O)(=O)c2ccc(Cl)cc2)c(N2CCc3ccccc3C2)s1	-8	-30	-19	5	-3	5	-3	-0.2	0
O=C1c2ccccc2-c2nc3ncnn3c(-c3ccccc3)c21	/	/	-19[20 µM]	-3	0.47	12	/	0.1	/
CCN(CC)C(=O)C1=C(C)NC(=S)NC1c1ccc(C)s1 (centres undefined)	/	15	-3	0	-0.55	-1	15	0.9	11
COC(=O)C1=C(C)N(Cc2cccnc2)C(=O)/C1=C\c1cccs1	-10	0	-11	2	-0.69	2	-6	0.5	2
O=C(Nc1ccccc1N1CCCC1)c1cccc(-c2cc3ccccc3oc2=O)c1	29	0	-10	1	0.24	-2	15	-0.8	21
Cc1cc(C(=O)COc2ccc(F)cc2Br)c(C)n1C	-5	-4	-24	0	-0.8	1	-3	0.9	4
COc1ccc(C(=O)N2c3ccccc3CC2C)cc1OC (centres undefined)	18	30	-13[20 µM]	-1	-1.1	-2	14	0.9	14
O=C(CN(C(=O)Cn1nnc(-c2cccs2)n1)c1ccc2c(c1)OCCO2)NCc1ccccc1	-4	-2	-25[20 µM]	0	-3.1	1	6	-0.9	5
Cn1c(C(C(=O)NCC2CCCO2)N(CCc2ccccc2)C(=O)Cn2nnc3ccccc32)nc2ccccc21 (centres undefined)	-2	-9	-24	3	-0.053	-2	-3	-1.0	6
CC(C)(C)c1nnc(NC(=O)C2CCN(c3ncccn3)CC2)s1	-4	15	-2[20 µM]	0	/	-2	-2	0.5	-6
Cc1ccc(-n2ncc3c(=O)n(CC(=O)N4CCCCCC4)cnc32)cc1	-3	-23	-13	1	/	1	-14	0.2	-12
O=S1(=O)[C@H]2C[C@@H]3CC[C@]2(CN1Cc1cccc(F)c1)O3	-2	1	-33	/	1.4	/	-2	/	6
CC1=C(C(=O)OCc2ccc3c(c2)OCO3)C(c2ccc(O)c([N+](=O)[O-])c2)NC(=O)N1 (centres undefined)	-19	-2	-27	-1	1.5	0	-6	0.3	11
O=C(Oc1ccccc1N1C(=O)C2CCCCC2C1=O)c1ccc(Cl)cc1 (centres undefined)	-14	4	-15[20 µM]	-1	-0.092	0	-10	-0.5	-1
